PfGluPho inh = PfG6PD (Plasmodium falciparum) enzyme inhibition | actives 0.78% (n = 350,000) | PfGluPho enzyme, NADPH resazurin-diaphorase fluorescence | inhibition, % at 20 µM;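 active means inhibition reaching at least a set limit at 20 µM in the primary screen, cut at about 59% in these data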;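 further: 0% = DMSO wells with substrate and 100% = DMSO wells lacking glucose-6-phosphate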
ATG4B inhibitor = inhibitors of human ATG4B cysteine protease; Q9Y4P1; ATG4B cleavage of LC3-PLA2, NBD-HPC fluorescence, 1 h; inhibition, % at 8.33 µM; actives 0.51% (n = 340,000); AID 504462; in the data active means inhibition above about 40%
Target sequence (Q9Y4P1 whole entry, looked up): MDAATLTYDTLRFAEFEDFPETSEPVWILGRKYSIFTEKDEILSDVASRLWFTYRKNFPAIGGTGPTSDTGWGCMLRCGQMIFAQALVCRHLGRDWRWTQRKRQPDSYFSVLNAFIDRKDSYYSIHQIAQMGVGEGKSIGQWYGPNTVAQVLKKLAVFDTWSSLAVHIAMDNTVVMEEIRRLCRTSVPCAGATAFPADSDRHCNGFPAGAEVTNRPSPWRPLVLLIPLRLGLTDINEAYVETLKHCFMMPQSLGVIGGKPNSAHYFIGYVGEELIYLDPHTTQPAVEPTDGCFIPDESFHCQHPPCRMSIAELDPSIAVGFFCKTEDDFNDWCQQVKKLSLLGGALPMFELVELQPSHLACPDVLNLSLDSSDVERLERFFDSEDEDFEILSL
mIAP block = blocks mouse intestinal alkaline phosphatase. purified mouse IAP, CDP-Star luminescence, 30 min. inhibition, % at 10 µM. actives 0.2% (n = 330,000);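 active means inhibition of at least 40% at 10 µM in the primary screen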;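 further: plate controls were DMSO with enzyme for no effect and no enzyme wells for full effect; values of inactives mirror those of a sister screen read the other way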
HKDC1 inh = HKDC1 (human) hexokinase inhibition; Q2TB90; recombinant HKDC1, G6PDH/diaphorase resazurin coupled fluorescence; inhibition, % at 20 µM; actives 0.16% (n = 340,000); AID 493160;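 active means inhibition above about 35% when tested at 20 µM, limit read from the data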;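 further: plate controls were DMSO wells with enzyme for no effect and DMSO wells lacking enzyme for full effect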
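Test system: Recombinant HKDC1 (HK5) hexokinase enzyme, produced in-house | Input: HKDC1 at 5 µg/mL | Buffer or medium: Tris pH 8.0 buffer with MgCl2, Tween-20, BSA, BME | Schedule: 90 min reaction incubation at room temperature, dark | Technique: Resazurin-to-resorufin fluorescence via G6PDH and diaphorase coupling, 525/613 nm | Controls: DMSO wells with and without enzyme mix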
A3A deaminase = blocks human APOBEC3A ssDNA deamination; actives 0.41% (n = 330,000); recombinant A3A, FAM/TAMRA ssDNA deamination fluorescence; inhibition, % at 20 µM;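 active means at least 40% inhibition at 20 µM here, with at most 30% in a related deaminase screen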;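 further: plate controls were A3A with DMSO for no effect and wells lacking A3A enzyme for full effect; some results filed as inactive read as strong as hits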
Target sequence (P31941 whole entry, looked up): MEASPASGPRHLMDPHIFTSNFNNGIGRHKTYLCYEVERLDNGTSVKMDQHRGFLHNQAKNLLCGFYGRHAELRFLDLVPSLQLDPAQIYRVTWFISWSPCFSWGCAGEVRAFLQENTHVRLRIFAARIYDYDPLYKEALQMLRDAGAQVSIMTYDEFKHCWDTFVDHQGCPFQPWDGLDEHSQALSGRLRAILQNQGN
mIAP activ = mouse IAP activation; activation factor at 10 µM; AID 2805; muIAP, CDP-Star luminescence, 30 min; stronger effect = higher value; 1 = vehicle-only enzyme signal, 0 = enzyme-free wells; actives 0.24% (n = 330,000);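 active means activation factor of at least 2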; further: the source names both 10 and 20 µM as test concentration; values of inactives mirror those of a sister screen read the other way
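Assay system: mouse IAP enzyme; reagent: chemiluminescent substrate CDP-Star; dosing: test compounds delivered from DMSO solution; schedule: 30 min at room temperature; measured by: luminescence from enzymatic CDP-Star hydrolysis; controls: DMSO-only wells and no-enzyme negative control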
hIAP activ = human IAP activation; activation factor at 10 µM; actives 0.16% (n = 330,000); purified human IAP, CDP-Star luminescence, 30 min; stronger effect = higher value; 1 = vehicle-only enzyme, 0 = enzyme-free background; P09923;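 active means activation factor of the enzyme at least 2-fold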; further: the source names both 10 and 20 µM as test concentration; values of inactives mirror those of a sister screen read the other way
hIAP block = blocks human intestinal alkaline phosphatase; inhibition, % at 10 µM; AID 2544; purified IAP, CDP-Star luminescence, 30 min; actives 0.12% (n = 330,000);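 active means inhibition reaching a set limit with compound at 10 µM in the primary screen, cut at about 35% in these data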;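 further: plate controls were DMSO wells with enzyme for no effect and no-enzyme buffer wells for full effect; values of inactives mirror those of a sister screen read the other way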
The depositor's hits bear a star; / = not tested or not shown; & = joins results of further samples. Only part of the results is shown, so the mix of outcomes need not match the whole.

| nr | smiles | PfGluPho inh | ATG4B inhibitor | mIAP block | HKDC1 inh | A3A deaminase | mIAP activ | hIAP activ | hIAP block |
| --- | --- | --- | --- | --- | --- | --- | --- | --- | --- |
| 1 | CC1(C)O[C@H]2CC(=O)OC[C@@]23C1CC(=O)[C@]1(C)C3CC[C@@]2(C)[C@H](c3ccoc3)OC(=O)[C@H]3O[C@]321 (some centres not stated) | 0 | -11 | -5 | -5 | -6 | 1 | 1.1 | -8 |
| 2 | CCc1ccc(CCOc2ccc(CC3SC(=O)NC3=O)cc2)nc1 (configuration not stated) | -4 | 4 | -2 | 3 | 3 | 1 | 0.88 | 12 |
| 3 | CNCCCN1c2ccccc2CCc2ccccc21 | 9 | 1 | 2 | -4 | -3 | 0.97 | 0.88 | 12 |
| 4 | CC(C)=CCOc1c2ccoc2cc2oc(=O)ccc12 | 72* | -5 | 17 | 2 | -5 | 0.83 | 0.83 | 17 |
| 5 | N[C@@H](Cc1c[nH]c2ccc(O)cc12)C(=O)O | 0 | 2 | 0 | 5 | -3 | 1 | 1.2 | -17 |
| 6 | CC1Cc2ccccc2N1NC(=O)c1ccc(Cl)c(S(N)(=O)=O)c1 (configuration not stated) | -5 | 4 | 2 | -8 | 1 | 0.98 | 1 | 0 |
| 7 | O=C(O)CCC(=O)c1ccc(-c2ccccc2)cc1 | -6 | -5 | -5 | -1 | -2 | 1.1 | 1 | 0 |
| 8 | CCCc1nc(C(C)(C)O)c(C(=O)O)n1Cc1ccc(-c2ccccc2-c2nn[nH]n2)cc1 | / | / | 0 | / | 1 | 1 | 1 | -2 |
| 9 | COc1ccc(-c2cc(=O)c3c(O)cc(OC4OC(COC5OC(C)C(O)C(O)C5O)C(O)C(O)C4O)cc3o2)cc1O (configuration not stated) | 21 | -21 | 2 | 1 | -13 | 0.97 | 1.1 | -11 |
| 10 | COc1ccc(C[C@H]2COC(=O)[C@@H]2Cc2ccc(OC3OC(CO)C(O)C(O)C3O)c(OC)c2)cc1OC (some centres not stated) | 0 | 6 | -13 | -2 | 3 | 1.1 | 1 | -2 |
| 11 | CCC(NC(C)C)C(O)c1ccc(O)c2[nH]c(=O)ccc12 (configuration not stated) | 17 | -5 | 2 | 6 | -3 | 0.97 | 1.3 | -31 |
| 12 | NC(N)=O | 6 | 3 | -1 | -6 | -3 | 1 | 1.2 | -17 |
| 13 | CN(C)CCCC1(c2ccc(F)cc2)OCc2cc(C#N)ccc21 (configuration not stated) | 2 | -3 | -12 | -1 | 9 | 1.1 | 1.1 | -14 |
| 14 | Cc1c(C(=O)O)c(O)cc2c1C(=O)c1c(O)c([C@@H]3O[C@H](CO)[C@@H](O)[C@H](O)[C@H]3O)c(O)c(O)c1C2=O | 15 | -1 | 11 | -3 | -4 | 0.89 | 1 | 0 |
| 15 | C[N+]1(C)CCC(=C(c2ccccc2)c2ccccc2)CC1 | 10 | -5 | -8 | -3 | -1 | 1.1 | 1.1 | -15 |
| 16 | COc1ccccc1N1CCN(CCCN=C2CC(=O)N(C)C(=O)N2C)CC1 | -4 | -7 | -9 | -6 | -3 | 1.1 | 1 | -3 |
| 17 | CC12CCC(=O)C=C1CCC1C2CCC2(C)C1CCC2(O)C(=O)CO (configuration not stated) | 0 | -6 | -8 | -2 | 0 | 1.1 | 0.97 | 3 |
| 18 | COc1ccc(C2CNC(=O)C2)cc1OC1CCCC1 (configuration not stated) | -11 | -6 | -3 | 3 | 2 | 1 | 0.98 | 2 |
| 19 | CCCCNc1ccc(C(=O)OCCN(C)C)cc1 | 3 | -5 | 4 | -8 | 1 | 0.96 | 0.86 | 14 |
| 20 | Nc1nc(O)c(N=Nc2ccc(S(N)(=O)=O)cc2)c(=O)[nH]1 | 19 | 2 | 12 | -5 | 2 | 0.89 | 0.91 | 9 |

Rewritten with the structure last: part of the list above
cpd | PfGluPho inh | ATG4B inhibitor | mIAP block | HKDC1 inh | A3A deaminase | mIAP activ | hIAP activ | hIAP block | SMILES
1 | 0 | -11 | -5 | -5 | -6 | 1 | 1.1 | -8 | CC1(C)O[C@H]2CC(=O)OC[C@@]23C1CC(=O)[C@]1(C)C3CC[C@@]2(C)[C@H](c3ccoc3)OC(=O)[C@H]3O[C@]321 (some centres not stated)
2 | -4 | 4 | -2 | 3 | 3 | 1 | 0.88 | 12 | CCc1ccc(CCOc2ccc(CC3SC(=O)NC3=O)cc2)nc1 (configuration not stated)
3 | 9 | 1 | 2 | -4 | -3 | 0.97 | 0.88 | 12 | CNCCCN1c2ccccc2CCc2ccccc21
4 | 72* | -5 | 17 | 2 | -5 | 0.83 | 0.83 | 17 | CC(C)=CCOc1c2ccoc2cc2oc(=O)ccc12
5 | 0 | 2 | 0 | 5 | -3 | 1 | 1.2 | -17 | N[C@@H](Cc1c[nH]c2ccc(O)cc12)C(=O)O
6 | -5 | 4 | 2 | -8 | 1 | 0.98 | 1 | 0 | CC1Cc2ccccc2N1NC(=O)c1ccc(Cl)c(S(N)(=O)=O)c1 (configuration not stated)
7 | -6 | -5 | -5 | -1 | -2 | 1.1 | 1 | 0 | O=C(O)CCC(=O)c1ccc(-c2ccccc2)cc1
8 | / | / | 0 | / | 1 | 1 | 1 | -2 | CCCc1nc(C(C)(C)O)c(C(=O)O)n1Cc1ccc(-c2ccccc2-c2nn[nH]n2)cc1
9 | 21 | -21 | 2 | 1 | -13 | 0.97 | 1.1 | -11 | COc1ccc(-c2cc(=O)c3c(O)cc(OC4OC(COC5OC(C)C(O)C(O)C5O)C(O)C(O)C4O)cc3o2)cc1O (configuration not stated)
10 | 0 | 6 | -13 | -2 | 3 | 1.1 | 1 | -2 | COc1ccc(C[C@H]2COC(=O)[C@@H]2Cc2ccc(OC3OC(CO)C(O)C(O)C3O)c(OC)c2)cc1OC (some centres not stated)
11 | 17 | -5 | 2 | 6 | -3 | 0.97 | 1.3 | -31 | CCC(NC(C)C)C(O)c1ccc(O)c2[nH]c(=O)ccc12 (configuration not stated)
12 | 6 | 3 | -1 | -6 | -3 | 1 | 1.2 | -17 | NC(N)=O
13 | 2 | -3 | -12 | -1 | 9 | 1.1 | 1.1 | -14 | CN(C)CCCC1(c2ccc(F)cc2)OCc2cc(C#N)ccc21 (configuration not stated)
14 | 15 | -1 | 11 | -3 | -4 | 0.89 | 1 | 0 | Cc1c(C(=O)O)c(O)cc2c1C(=O)c1c(O)c([C@@H]3O[C@H](CO)[C@@H](O)[C@H](O)[C@H]3O)c(O)c(O)c1C2=O
15 | 10 | -5 | -8 | -3 | -1 | 1.1 | 1.1 | -15 | C[N+]1(C)CCC(=C(c2ccccc2)c2ccccc2)CC1
16 | -4 | -7 | -9 | -6 | -3 | 1.1 | 1 | -3 | COc1ccccc1N1CCN(CCCN=C2CC(=O)N(C)C(=O)N2C)CC1
17 | 0 | -6 | -8 | -2 | 0 | 1.1 | 0.97 | 3 | CC12CCC(=O)C=C1CCC1C2CCC2(C)C1CCC2(O)C(=O)CO (configuration not stated)

(listing goes on)
| nr | smiles | PfGluPho inh | ATG4B inhibitor | mIAP block | HKDC1 inh | A3A deaminase | mIAP activ | hIAP activ | hIAP block |
| --- | --- | --- | --- | --- | --- | --- | --- | --- | --- |
| 21 | Cc1ccc(N(CC2=NCCN2)c2cccc(O)c2)cc1 | 25&-7&-1 | 1&0&1 | 1 | 2&-3&-6 | 1&-5&-3 | 1 | 0.86 | 1 |
| 22 | COC(=O)C1=CO[C@@H](O[C@@H]2O[C@H](CO)[C@@H](O)[C@H](O)[C@H]2O)C2C1C[C@H](O)[C@@H]2C (some centres not stated) | -2 | -6 | -9 | -7 | -1 | 1.1 | 0.98 | 2 |
| 23 | CC(=O)Nc1ccc(CC(=O)O)cc1 | -13 | 3 | 4 | -1 | 0 | 0.96 | 0.97 | 3 |
| 24 | N#Cc1ccc(C(c2ccc(C#N)cc2)n2cncn2)cc1 | / | / | 2 | / | 0 | 0.97 | 1 | 0 |
| 25 | C/C=C/C(=O)N(CC)c1ccccc1C | 5 | -2 | -12 | -8 | 1 | 1.1 | 1.1 | -8 |
| 26 | C1COC(NC(C2CC2)C2CC2)=N1 | -8 | -3 | -4 | 2 | 0 | 1 | 1.1 | -7 |
| 27 | CCN(CC)CCOC(=O)c1ccc(N)cc1 | 3 | 0 | 1 | -7 | 2 | 0.99 | 0.97 | 3 |
| 28 | C/C=C(/C)C(=O)OC(C)(C)[C@@H]1Cc2c(ccc3ccc(=O)oc23)O1 | 12 | -3 | 3 | 2 | 3 | 0.97 | 1.2 | -19 |
| 29 | CC(=O)CCCCn1c(=O)c2c(ncn2C)n(C)c1=O | -6 | -5 | -10 | 0 | -3 | 1.1 | 1 | 0 |
| 30 | CN(C)CCC[C@]1(c2ccc(F)cc2)OCc2cc(C#N)ccc21 | -3 | -3 | -1 | -3 | 0 | 1 | 0.97 | 3 |
| 31 | CCOC(=O)[C@H](CCc1ccccc1)N[C@@H](C)C(=O)N1Cc2ccccc2C[C@H]1C(=O)O | 3 | -3 | -5 | -2 | 2 | 1.1 | 1 | -2 |
| 32 | Cc1cccc2c1NC(=O)C2(c1ccc(O)cc1)c1ccc(O)cc1 | -29 | -5 | 2 | -3 | -4 | 0.98 | 1.1 | -6 |
| 33 | NOCC(=O)O | -3 | -5 | -9 | -7 | -2 | 1.1 | 1 | -2 |
| 34 | CCCCNc1ccc(C(=O)OCCOCCOCCOCCOCCOCCOCCOCCOCCOC)cc1 | 1 | -1 | 8 | -7 | -6 | 0.92 | 0.94 | 6 |
| 35 | Oc1ccc(C2CNCCc3c2cc(O)c(O)c3Cl)cc1 (configuration not stated) | -4&57 | 8&-2 | 10&-1 | -5&6 | 0&-5 | 0.9&1 | 0.92&0.88 | 8&12 |
| 36 | Cc1ccc(=O)n(-c2ccccc2)c1 | 3 | -4 | 8 | -10 | -1 | 0.92 | 1.1 | -8 |
| 37 | COc1cc(-c2oc3cc(O)cc(O)c3c(=O)c2O[C@@H]2O[C@H](COC3O[C@@H](C)[C@H](O)[C@@H](O)[C@H]3O)[C@@H](O)[C@H](O)[C@H]2O)ccc1O (some centres not stated) | -6 | 1 | 9 | 2 | -3 | 0.91 | 1.1 | -9 |
| 38 | O=C(O)c1cccnc1Nc1cccc(C(F)(F)F)c1 | -18 | -7 | 5 | -3 | -4 | 0.95 | 0.98 | 2 |
| 39 | NC1CCN(c2nc3c(cc2F)c(=O)c(C(=O)O)cn3-c2ccc(F)cc2F)C1 (configuration not stated) | 17 | 4 | -2 | -6 | 1 | 1 | 1.1 | -5 |
| 40 | CN1CCCN=C1COC(=O)C(O)(c1ccccc1)C1CCCCC1 (configuration not stated) | -8 | -5 | -3 | -3 | -3 | 1 | 0.92 | 8 |
| 41 | COc1ccc(-c2cc(=O)c3c(O)cc(O[C@@H]4O[C@H](CO[C@@H]5O[C@@H](C)[C@H](O)[C@@H](O)[C@H]5O)[C@@H](O)[C@H](O)[C@H]4O)cc3o2)cc1O | 0 | -7 | 0 | -1 | -13 | 1 | 0.97 | 3 |
| 42 | CCCCCC(=O)O[C@]1(C(C)=O)CC[C@H]2[C@@H]3CCC4=CC(=O)CC[C@]4(C)[C@H]3CC[C@@]21C | 24 | -17 | -10 | 7 | -3 | 1.1 | 1.1 | -14 |

Bioassay records from PubChem BioAssay.
